Source: PubChem
Ins promoter up: MIN6 insulin promoter up-regulation; MIN6 insulin promoter-GFP reporter, high-content imaging; active compounds read high; z-score at 5 µM; 190,000 compounds, 0.3% hits; AID 1625;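 active = z-score above 3 at 5 µM with at least 500 cells counted in the well; inconclusive = wells under 500 cells, flagged as cytotoxic or low count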
PMI inhibition: human PMI inhibitors, high substrate, primary screen, biochemical, fluorescence intensity, high mannose 6-phosphate (AID 1220) | recombinant PMI enzyme, coupled fluorescence intensity; higher % means a stronger effect | inhibition, % at 20 µM; hits with a dose series show IC50 in µM | 190,000 compounds, 0.66% hits
West Nile antiviral: inhibition of WNV-induced cytopathic effect – cell-based, CPE readout (AID 1621); West Nile virus-infected cells, CPE inhibition; higher % means a stronger effect; one-dose CPE inhibition, % at 10 µM; IC50 in µM for titrated hits; 290,000 compounds, 0.02% hits; in the data active = a potency from the dose series; inconclusive = CPE inhibition mostly from about 3.7% at the one dose, without a potency; inactive = the rest, 99 in 100 with CPE inhibition below about 2.2%; note: strong numbers were not always called active
ER stress rescue: rescue of cells from ER stress-induced death, primary screen, 384-well, CSM14.1, thapsigargin, ATP luminescence (AID 1222) | CSM14.1 thapsigargin-induced death rescue, ATP luminescence; higher % means a stronger effect | cellular ATP content (survival), % at 20 µM, or EC50 in µM where a hit was titrated | 190,000 tested, under 10 active;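 active = EC50 below 50 µM in the dose-response confirmation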;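 note: death triggered by thapsigargin at about 15 µM added after 2 h compound pretreatment; cell ATP read after overnight thapsigargin exposure of roughly 18 to 22 hours; normalized against plate controls of thapsigargin alone and 5% DMSO vehicle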
RSV antiviral HEp-2: RSV antiviral activity via CPE protection, HEp-2 cells, primary 10 µM value included (AID 2391). HEp-2 cells, RSV-induced CPE inhibition; higher % means a stronger effect. CPE inhibition, % at 10 µM; hits with a dose series show IC50 in µM. 310,000 compounds, 0.13% hits; in the data active = a potency from the dose series; inconclusive = CPE inhibition mostly from about 23% at the one dose, without a potency; inactive = the rest, 99 in 100 with CPE inhibition below about 21%; note: strong numbers were not always called active
Large T inhibition: TAg ATPase/helicase activity blockers – biochemical (AID 1903); SV40 large T antigen ATPase/helicase inhibition assay; higher % means a stronger effect; one-dose inhibition, % at 20 µM; IC50 in µM for titrated hits; 310,000 compounds, 0.39% hits; in the data active = a potency from the dose series; inconclusive = inhibition mostly from about 32% at the one dose, without a potency; inactive = the rest, 99 in 100 with inhibition below about 32%; note: strong numbers were not always called active
TNAP activation fold: human TNAP enzyme activators, primary screen, biochemical, luminescent, no phosphate acceptor, uHTS (AID 1001) | purified TNAP, luminescent activation assay, no phosphate acceptor; higher activation fold means a stronger effect | one-dose activation fold at 20 µM; EC50 in µM for titrated hits | 200,000 compounds, 0.03% hits; in the data active = activation fold from about 3, or a potency from the dose series; inactive = the rest, 99 in 100 with activation fold below about 1.6; note: many of its hits are not listed in these tables
PhoP inhibition: PhoP-dependent GFP reporter repression – Salmonella Typhimurium, primary screen (AID 1863) | 300,000 compounds, 0.16% hits | one-dose inhibition, % at 50 µM; IC50 in µM for titrated hits | S. Typhimurium PhoP-regulated promoter GFP reporter, 4 h; higher % means a stronger effect;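 active = inhibition over 29.93%, a cutoff 3 SD above the screen mean, later confirmed by dose response; inconclusive = inhibition over 29.93% but no dose response follow-up; inactive = inhibition at most 29.93% or unconfirmed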;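 note: 0% = low Mg2+ inducing control and 100% = high Mg2+ repressing control; strong numbers were not always called active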
PMI inhibitors: inhibitors of human PMI, primary screen, biochemical, fluorescence intensity, coupled assay (AID 1209). purified PMI enzyme, coupled fluorescence intensity; higher % means a stronger effect. one-dose inhibition, % at 20 µM; IC50 in µM for titrated hits. 190,000 compounds, 0.42% hits;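 note: plate controls were DMSO vehicle for no effect and wells lacking substrate for full effect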
Ins promoter up cell count: further read-out of Ins promoter up, marked with its call; cell count; measured here: cytotoxicity, nuclei count;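 total cells summed across four imaged fields per well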
The depositor's hits bear a star; ? = inconclusive; . = no result given. Cut-off read from the data, not from the text of the source, unless noted: active = inhibition above about 50%; inactive = the rest. This is a random part of the collection; overall some 1.5% were active at least once.

SMILES	Ins promoter up	Ins promoter up cell count	PMI inhibition	West Nile antiviral	ER stress rescue	RSV antiviral HEp-2	Large T inhibition	TNAP activation fold	PhoP inhibition	PMI inhibitors
CC(C)CCSc1nc(N2CCOCC2)c2c(c1C#N)CC(C)(C)OC2	-1.3	1237	9%	1.1%	-1.1%	16%	1%	1.1	-4%	14%
CCc1ccc(C(=O)C(C)OC(=O)C2COc3ccccc3O2)cc1 (stereo not given)	0.25	1342	14%	0.1%	-1.7%	2.7%	8%	1.1	-7%	8%
O=C(/C=C/c1ccccc1)NCCCNC(=O)/C=C/c1ccccc1	0.19	1391	-4%	1.1%	-0.7%	1.9%	23%	1.1	4%	-19%
O=C(CCN1CCCC1)Nc1cccc(Br)c1	-0.67	1324	0%	-0.1%	5.8%	-0.8%	1%	1.1	10%	6%
CC(=O)Nc1nc(C)c(Oc2ccccc2)c(=O)[nH]1	-0.34	1248	8%	0.1%	-0.8%	0.3%	19%	1.1	0%	9%
CCOC(=O)N1CCN(CC(=O)Nc2c(C(=O)OC)[nH]c3ccc(Cl)cc23)CC1	-0.74	1056	-13%	.	-0.7%	9.3%	0%	1	-9%	-3%
CCCN1CCN(S(=O)(=O)c2ccc(-n3cnnn3)cc2)CC1	.	.	.	-0.1%	.	-0.7%	-7%	.	4%	.
O=c1sc(N2CCN(c3ccc(F)cc3)CC2)nc2ccsc12	0.27	932	13%	-0.4%	0.6%	0.3%	6%	1.1	-1%	10%
C=CCC1(Cl)C(=O)C(Cl)=C(N2CCN(C)CC2)C1(OC)OC (stereo not given)	0.4	1081	.	0.3%	.	0.7%	-5%	.	-6%	.
Clc1ccc(-n2ncc3c(NCc4cccnc4)ncnc32)cc1Cl	.	.	.	-0.2%	.	3.2%	19%	.	-7%	.
CCn1c2ccccc2c2nnc(SCC(=O)c3ccccc3)nc21	0.38	1332	6%	-1.0%	-1.6%	5.5%	4%	1	-12%	10%
N#CC1(NC(=O)COC(=O)CCN=C2NS(=O)(=O)c3ccccc32)CCCCC1	.	.	.	0.1%	.	1.9%	26%	.	5%	.
O=C(c1cc(-c2ccc(Cl)cc2)on1)N1CCc2ccccc2C1	.	.	.	-0.3%	.	0.0%	-3%	.	8%	.
Cc1ccc(NCC(=O)N/N=C\C(Br)=C\c2ccccc2)cc1	0.54	899	1%	-0.5%	0.8%	-1.9%	11%	1.1	-3%	9%
Cc1cccc(OCC(=O)Nc2nc3ccc([N+](=O)[O-])cc3s2)c1	1.6	1599	11%	0.5%	0.5%	?	12%	1	18%	5%
Cc1ccc(CNC(=O)C2(c3cccs3)CCOCC2)cc1	0.21	1455	0%	-0.3%	3.1%	-0.2%	25%	1	9%	3%
CCN(CC)c1ccc(O)c(C=Nc2ccc(C)c(C)c2)c1	0.38	1450	57%*	-0.1%	-0.1%	2.3%	-2%	1	-7%	20%
N#CCSc1nc2ccccc2o1	1.4	1509	.	-0.8%	.	-1.1%	4%	.	-4%	.
C/C(Cl)=C/Cn1c(N2CCCC2)nc2c1c(=O)n(C)c(=O)n2C	-2.1	1115	7%	-0.6%	2.9%	4.7%	2%	1.1	-7%	-6%
Cc1cccn2cc(COc3cccc([N+](=O)[O-])c3)nc12	-0.51	1474	3%	-0.1%	2.7%	4.6%	2%	1.1	5%	9%
Cc1ccc(C2C(C#N)=C(N)Oc3c2sc2ccccc32)o1 (stereo not given)	1.1	1149	58%*	0.3%	-1.6%	5.9%	30%	0.9	-10%	22%
CC(C)(C)NC(=O)Cn1nnc(-c2ccc(S(C)(=O)=O)cc2)n1	0.14	1561	-4%	0.1%	0.1%	0.7%	-3%	1.1	4%	-4%
O=C1/C(=C/C=C/c2ccco2)SC(=S)N1c1ccc(O)cc1	-1.4	1060	.	-0.3%	.	7.0%	?	.	-14%	.
C=CCNC(=S)NN=C1CCC(c2ccccc2)CC1 (stereo not given)	.	.	.	-0.6%	.	1.6%	12%	.	1%	.
CC1(C)C2CCC(C2)C1(C)N=C1OC(CCl)CS1 (stereo not given)	-0.09	1312	.	-0.6%	.	2.1%	7%	.	-9%	.
CCOC(=O)N1CCN(S(=O)(=O)c2cc([N+](=O)[O-])c(C)cc2C)CC1	.	.	9%	-0.6%	-0.4%	2.0%	-18%	1	3%	7%
O=C(O)CCCC(=O)Nc1cccc2cccnc12	0.23	1321	17%	-0.2%	0.4%	0.9%	0%	1	2%	2%
CC(C)(O)C#Cc1ccc(CN2CCN(Cc3ccsc3)C(CCO)C2)s1 (stereo not given)	-0.07	1379	7%	-0.6%	-0.5%	0.0%	1%	1.1	3%	21%
O=C(O)C(S)C(S)C(=O)O (stereo not given)	.	.	.	0.5%	.	0.2%	76µM*	.	-11%	.
CCCCc1ccc(NC(=O)COCC)cc1	0.29	1268	11%	0.0%	.	1.9%	0%	1	4%	18%
c1ccc(C[n+]2csc3ccccc32)cc1	.	.	-66%	-0.7%	0.7%	1.0%	?	0.9	-2%	-10%
COc1cccc(C2c3c(oc4ccc(F)cc4c3=O)C(=O)N2CCCN2CCOCC2)c1 (stereo not given)	.	.	-5%	.	.	0.6%	14%	1	4%	-2%
COCCN(CCOC)C(=O)N1CCOCC1	0.2	1094	.	0.2%	.	.	9%	.	-7%	.
COc1ccc2oc(C(=O)OCC(=O)NC3CCCC3)c(C)c2c1	.	.	.	0.1%	.	2.5%	15%	.	-5%	.
COCCCNC(=O)c1sc2ncnc(N3CCc4ccccc4C3)c2c1C	0.97	1148	-6%	0.3%	-1.4%	1.6%	6%	1	4%	-10%
CCOc1ccc(NC(=O)c2c[nH]n3c(=O)cc(C4CCN(C(=O)OC(C)(C)C)CC4)nc23)cc1	-0.67	1088	.	0.3%	.	2.6%	16%	.	-11%	.
COC(=O)c1ccccc1NC(=S)NC(=O)CC(C)C	0.43	1649	-1%	0.9%	-0.9%	-0.6%	12%	1.1	-1%	2%
Cc1cc(C)c(C)c(S(=O)(=O)NC(C)C(=O)O)c1C (stereo not given)	-0.19	919	.	0.6%	.	1.6%	10%	.	.	.
CN(CC1CCCO1)S(=O)(=O)c1ccc(C(=O)Nc2nc(-c3ccccn3)cs2)cc1 (stereo not given)	.	.	1%	?	.	4.5%	8%	1.2	11%	2%
Cc1cc(C)nc(NC(=O)CCCC(=O)O)c1	-0.93	1649	-1%	.	-2.1%	2.9%	16%	1.1	-3%	3%
O=C(Nc1cccc(Br)c1)/C(=C\c1cccnc1)NC(=O)c1ccco1	.	.	0%	0.3%	0.5%	1.1%	12%	1	-6%	-1%
FC(F)(F)c1cc(C(F)(F)F)c2ccc(N3CCN(c4ncccn4)CC3)nc2n1	-0.43	1313	-4%	-0.2%	-1.4%	-2.8%	1%	1	3%	-3%
COc1cc(/C=N/NC(=O)c2nnn(-c3nonc3N)c2C(C)C)ccc1OCc1ccc(F)cc1	.	.	.	2.3%	.	?	10%	.	-3%	.
CCOC(=O)c1sc(N(C)C)nc1-c1ccccc1	0.13	1313	-10%	-0.5%	0.4%	1.1%	6%	1.1	-9%	-8%
CCCCN(C)S(=O)(=O)c1c(C)[nH]c(=O)[nH]c1=O	-0.49	1005	-4%	-0.2%	1.8%	1.8%	7%	1.1	-3%	5%
COc1ccc(-c2[nH]ncc2CN2CCCN(C(=O)c3ccco3)CC2)cc1F	-0.9	1052	.	-0.2%	.	0.1%	2%	.	-3%	.
CCCC(=O)N(CCc1ccc(OC)cc1)Cc1nc2ccccc2c(=O)[nH]1	0.25	1017	-6%	-0.8%	1.6%	6.6%	1%	1.2	-10%	-5%
Cc1occc1C(=O)NC1CCCc2ccccc21 (stereo not given)	0.07	1655	6%	-0.4%	-2.9%	2.2%	5%	1	-11%	8%
CCCCNC(=O)C1CCCN(S(=O)(=O)c2c(C)noc2/C=C/c2cccs2)C1 (stereo not given)	-0.57	1112	.	0.0%	.	6.5%	14%	.	-6%	.
O=C1CCCc2c1nc(-c1cccc(Cl)c1)n2O	0.95	848	-16%	-0.3%	-0.5%	1.9%	-3%	1	-3%	-1%

Sorted by value in TNAP activation fold (descending): three of the compounds above.
mol | PMI inhibition | West Nile antiviral | RSV antiviral HEp-2 | Large T inhibition | TNAP activation fold | PhoP inhibition | PMI inhibitors
CCCC(=O)N(CCc1ccc(OC)cc1)Cc1nc2ccccc2c(=O)[nH]1 | -6% | -0.8% | 6.6% | 1% | 1.2 | -10% | -5%
CCOC(=O)c1sc(N(C)C)nc1-c1ccccc1 | -10% | -0.5% | 1.1% | 6% | 1.1 | -9% | -8%
FC(F)(F)c1cc(C(F)(F)F)c2ccc(N3CCN(c4ncccn4)CC3)nc2n1 | -4% | -0.2% | -2.8% | 1% | 1 | 3% | -3%

Remaining list, next part
SMILES	Ins promoter up	Ins promoter up cell count	PMI inhibition	West Nile antiviral	ER stress rescue	RSV antiviral HEp-2	Large T inhibition	TNAP activation fold	PhoP inhibition	PMI inhibitors
CC1Sc2ccc(S(=O)(=O)CCC(=O)NC(C)c3ccccc3)cc2NC1=O (stereo not given)	.	.	.	-0.1%	.	0.3%	2%	.	-3%	.
CCN1C(=O)c2cccc3c(S(=O)(=O)Nc4ccccn4)ccc1c23	0.33	1582	15%	?	-1.2%	-2.0%	0%	1.1	-3%	11%
COC(=O)CCC(=O)NC(=S)Nc1ccc(S(=O)(=O)Nc2cc(C)on2)cc1	.	.	.	0.3%	.	0.5%	8%	.	-3%	.
Cc1cccc(NC(=O)CSc2nnnn2-c2cccnc2)c1	-0.11	1570	-6%	-0.2%	1.4%	-1.8%	2%	1.1	1%	-3%
COc1ccc(-c2noc(CNC(=O)Nc3ccc(F)cc3)n2)cc1	0.16	1567	-4%	-0.6%	-1.9%	1.5%	-4%	1.2	-3%	-3%
COc1ccc(CCN(C)C(=O)c2c(C)nn(CC(C)C)c2Cl)cc1OC	.	.	.	-0.5%	.	-0.1%	13%	.	-3%	.
C#CC1CCCCC1NC(=O)Nc1cnccc1C(F)(F)F (stereo not given)	-0.07	1431	.	-0.8%	.	0.3%	6%	.	-3%	.
O=c1ccccn1Cc1ccccc1F	0.52	1271	10%	1.3%	-2.6%	3.9%	5%	1.1	5%	7%
O=C(NCc1ccccc1Cl)C1CCC(=O)N(C2CCCC2)C1 (stereo not given)	.	.	.	0.1%	.	-0.1%	-5%	.	-3%	.
COC(=O)CNC(=O)c1nn(-c2cccc(OC)c2)c(=O)c2ccccc12	-0.92	1279	4%	-0.1%	0.0%	0.5%	0%	1.1	-5%	4%
O=C(Nc1ccccc1)C1=C[C@H](c2ccc3c(c2)OCO3)C[C@H](OCCCCO)O1	.	.	12%	-0.3%	0.8%	0.3%	8%	1	5%	12%
COc1ccc2c(CC(=O)Nc3c(C)n(C)n(-c4ccccc4)c3=O)coc2c1	0.4	841	-1%	0.1%	-3.0%	1.4%	6%	1.1	4%	-3%
CC1(C)CC(=O)c2cc(OCC(=O)NCc3cccnc3)ccc2O1	-0.7	1292	-6%	0.1%	0.1%	0.0%	-6%	1.1	10%	-1%
CCNCc1ccc(OCc2ccccc2F)c(OC)c1	0.75	1560	-4%	-0.1%	-0.4%	-0.1%	19%	1.2	10%	-1%
CCn1cnc2c1c(=O)n(CC(=O)NN)c(=O)n2Cc1ccccc1	.	.	.	0.2%	.	2.3%	9%	.	5%	.
